eIF2B yeast act: GCN4-lacZ reporter reduction in eIF2B-epsilon mutant yeast, primary screen, S. cerevisiae, eIF2B-epsilon R284H, Beta-Glo luminescence; inhibition, % at 25 µM (by protocol); 0.91% of 27,000 active; AID 688, 2007;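 active means mutant luminescence inhibited past about 50% while wild type luminescence and mutant growth stay under set limits, limit read from the data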; further: some compounds called inactive have numbers as strong as hits
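Material – yeast eIF2B-epsilon R284H mutant carrying GCN4–beta-galactosidase fusion · Medium – YPD yeast growth medium · Compound – one concentration, 25 µM, 0.25% DMSO · Times – 16 h at 30 °C exposure · Signal – Beta-Glo luminescence plus absorbance at 595 nm · Read-out – % inhibition of reporter signal and growth versus controls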
Yeast growth tox: yeast growth toxicity, wild-type and mutant, primary screen, cytotoxicity control for eIF2B function restoration project, wild-type and eIF2Bepsilon R284H mutant, A595; growth inhibition, % at 25 µM (by protocol); S. cerevisiae wild-type growth, A595 turbidity, 16 h; AID 685, 2007; 0.3% of 30,000 active;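 active means mutant and wild-type yeast strains alike exhibit over 30% growth inhibition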;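 further: 0% = untreated cell controls and 100% = YPD media blanks without cells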
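Test system: Wild-type and eIF2Bepsilon-R284H mutant S. cerevisiae, screened separately | Dosing: Single 25 µM compound dose in 0.2% DMSO | Schedule: 16 h compound exposure during growth at 30 °C | Detection: A595 turbidity | Evaluation: Growth inhibition (%) versus cell controls and blanks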
Yeast growth tox inhibition %: second read-out of Yeast growth tox, no call of its own (marks repeat the call); growth inhibition, %; S. cerevisiae eIF2Bepsilon-R284H mutant growth, A595 turbidity, 16 h;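 each compound tested once at 25 µM; 0% equals untreated cells and 100% equals cell-free medium blanks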
eIF2B yeast act mutant toxicity: recorded beside eIF2B yeast act, whose call it bears; growth inhibition, %; measured here: mutant yeast growth, toxicity;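 each compound tested once at 25 µM; zero equals untreated control growth and 100 equals blank medium absorbance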
Numbers without * were called inactive; nt = no result given. An excerpt. The share of hits here may be higher or lower than overall.

Results follow in this order: eIF2B yeast act | Yeast growth tox | Yeast growth tox inhibition % | eIF2B yeast act mutant toxicity
> CC1CCCCN1C(=O)Cc1ccc(F)cc1 (stereo unspecified)
  -1 | -1 | -4 | -4
> O=c1ccnc(SCc2ccccc2Cl)[nH]1
  -4 | -16 | 4 | 4
> Cc1ccc(C(=O)N2CCC(C)CC2)cc1C
  34 | -4 | -10 | -10
> Nc1ccc(C(O)(C(F)(F)F)C(F)(F)F)cc1
  nt | 5 | 2 | nt
> O=S(=O)(NCc1ccc2c(c1)OCO2)c1ccc2c(c1)oc1ccccc12
  9 | 4 | 12 | 12
> CCN(CC)C(=O)CSc1nnc([C@H](Cc2c[nH]c3ccccc23)NC(=O)OC(C)(C)C)o1
  3 | 2 | 4 | 4
> CCCN1C(=O)c2ccc(C(=O)NC3=NCCS3)cc2C1=O
  -17 | -9 | 9 | 9
> Cc1ccc(CNC(=O)C2CC(=O)OC23CCCC3)c(C)c1 (stereo unspecified)
  -1 | nt | nt | nt
> Cc1ccccc1N1CCN(Cc2c[nH]c3ccccc23)CC1
  nt | 8 | 26 | nt
> CCC(C)(C(=O)NC1CCCC1)N(C(C)=O)c1ccc(C)cc1 (stereo unspecified)
  nt | 26 | 19 | nt
> COc1ccc(N/C(N)=N/c2nc(CSc3ccc(Cl)cc3)cc(=O)[nH]2)cc1
  18 | 12 | 0 | nt
> COC(=O)CSc1[nH]c(=O)cc(C)c1C#N
  8 | -30 | 9 | 9
> COn1c(SC2CCCCC2)nc2ccccc2c1=O
  10 | -7 | -7 | -7
> CC(C)Cn1cnc2c(=O)oc3ccccc3c21
  nt | 8 | 17 | nt
> Cc1ccc(S(=O)(=O)c2n[nH]n3c2nc(=O)c2ccccc23)cc1
  -4 | 6 | -8 | -8
> Cc1[nH]nc2c1C1(CCC(c3ccccc3)CC1)C(C#N)=C(N)O2 (stereo unspecified)
  -6 | 11 | 10 | 10
> Cc1nc(P(=O)(c2ccccc2)c2ccccc2)c(N2CCOCC2)o1
  -7 | 9 | 8 | 8
> O=C1CCCN1c1ccc(CNS(=O)(=O)c2ccc(F)cc2)cc1
  36 | -1 | -4 | -4
> CCc1nnc(NC(=O)c2ccc(S(=O)(=O)N(CC(C)C)CC(C)C)cc2)o1
  44 | -23 | 21 | 21
> Cn1c(SCCCC(=O)c2ccc(Br)cc2)nnc1-c1ccncc1
  nt | 2 | 18 | nt
> CC(C)CCn1c(SCC(=O)N2CC(=O)Nc3ccccc32)nc2scc(-c3cccs3)c2c1=O
  14 | -10 | -6 | -6
> CCN(CC)S(=O)(=O)c1ccc(Oc2ccc(S(=O)(=O)N(CC)CC)cc2)cc1
  nt | 23 | 8 | nt
> COC(=O)c1ccc(CSc2nnc(Nc3ccc(OC)cc3)s2)o1
  -25 | -13 | 0 | nt
> O=C(CN(Cc1ccco1)C(=O)Cn1nnc(-c2cccs2)n1)NCc1ccccc1
  17 | -14 | 0 | nt
> CCOc1c(OC)ccc2c3c(c(=O)oc12)CCCC3
  nt | 14 | 15 | nt
> Cc1cc(N2CCCCC2)nc(SCC(=O)c2ccccc2)n1
  23 | -26 | -10 | -10
> CCN(c1cccc(C)c1)c1nc2ccsc2c(=O)s1
  22 | 30 | 24 | 24
> CC(OC(=O)CNC(=O)C12CC3CC(CC(C3)C1)C2)C(=O)Nc1ncc(Cl)cc1Cl (stereo unspecified)
  -35 | -3 | -19 | -19
> CCc1c(O)nc(SCC(=O)NCc2ccco2)[nH]c1=O
  6 | 6 | -7 | -7
> COc1ccc(-c2nc(C#N)c(N3CCc4ccccc4C3)o2)cc1OC
  6 | -3 | 0 | nt
> CCC(=O)NCC(=O)OCC(=O)c1ccccc1
  14 | -8 | -26 | -26
> COc1ccc(CCNC(=O)C2CCCN(c3nn4c(=O)cc(C)nc4s3)C2)cc1OC (stereo unspecified)
  17 | 20 | 12 | 12
> CC(c1nnc(SCC(=O)c2c(N)n(C)c(=O)n(C)c2=O)n1-c1ccc(Cl)cc1)N(C)C (stereo unspecified)
  24 | 7 | 5 | 5
> Cc1ccc(C(=O)Nc2ccc3cn[nH]c3c2)cc1S(=O)(=O)N1CCCCC1
  nt | 27 | 7 | nt
> Cc1nc2cc(C(F)(F)F)ccc2n1C1CCN(C(=O)N2CCOCC2)CC1
  nt | 18 | 3 | nt
> CCc1ccc2oc(-c3cccc(NC(=O)c4cccnc4)c3)nc2c1
  39 | -31 | -26 | -26
> c1ccc(Sc2ncnc3c2oc2ccccc23)nc1
  27 | 14 | -5 | -5
> CC1(C)Cc2c(C#N)c(SCC(=O)c3ccccc3)nc(N3CCOCC3)c2CO1
  20 | 4 | 8 | 8
> NCCOc1ccccc1Cc1ccccc1
  17 | 6 | 11 | 11
> CC(C)N1CC(C(=O)O)CC1=O (stereo unspecified)
  20 | 20 | 15 | 15
> COc1cc(OC)cc(C(C)=O)c1
  3 | 41 | 4 | 4
> CC(C(=O)c1ccccc1)n1c(N2CCOCC2)nc2c1c(=O)n(C)c(=O)n2C (stereo unspecified)
  26 | 5 | -20 | -20
> c1ccc2c(c1)NC(CN1CCOCC1)CO2 (stereo unspecified)
  43 | -8 | 21 | 21
> C=CCn1c(C)cc(C(=O)CSc2nnc3c(Cl)cc(Cl)cn23)c1C
  nt | 15 | 0 | nt
> Cc1ccc(Cl)cc1N1CCN(Cc2nnnn2C2CCCCC2)CC1
  28 | -1 | -5 | -5
> CC1=CC(=O)C=C(C)C1=NOS(=O)(=O)c1ccccc1
  nt | 77* | 77* | nt
> O=C(Cn1ccc2ccccc2c1=O)NCCC(=O)N1CCN(c2cccc(Cl)c2)CC1
  nt | 30 | 10 | nt
> CC(C)NC(=O)Cn1cnc2c1c(=O)n(C)c(=O)n2C
  nt | 4 | -7 | nt
> Cn1c(CSCc2ccc(Cl)cc2)nnc1SCC(=O)Nc1nccs1
  4 | nt | nt | nt
> O=C(CC1COc2ccccc2O1)NCc1ccccc1 (stereo unspecified)
  -9 | -8 | -6 | -6
> CC(C)C(c1nnnn1C1CCCCC1)N1CCc2ccccc21 (stereo unspecified)
  nt | 3 | 2 | nt
> OCCN1CCN(C(=S)c2ccc(Cl)cc2)CC1
  nt | 12 | -2 | nt
> COC(=O)c1cc(Br)c(=O)n(-c2cc(C)on2)c1
  -18 | -11 | 10 | 10
> COC(=O)c1c(NC(=O)c2c(C)noc2C)sc2c1CCCCCC2
  10 | -11 | -39 | -39
> CC1CCCCN1Cc1ccc(N)cc1 (stereo unspecified)
  13 | 9 | -5 | -5
> CCOc1ccccc1N=C1NC(=O)CS1
  -14 | nt | nt | nt
> CC1CC(C)(C)N(C(=O)NC2CCCCC2)c2ccccc21 (stereo unspecified)
  -30 | nt | nt | nt
> Cc1cc(C)nc(NS(=O)(=O)c2cccs2)c1
  30 | 11 | 11 | 11
> Cc1nc(NC(=O)CN(C)S(=O)(=O)c2ccc(Br)cc2)sc1C
  15 | 28 | 15 | 15
> CCN1CCN(Cc2c(OC)ccc3ccccc23)CC1
  nt | 18 | 0 | nt

Single records, as listed above. Screens in order: eIF2B yeast act, Yeast growth tox, Yeast growth tox inhibition %, eIF2B yeast act mutant toxicity
`O=C(CC1COc2ccccc2O1)NCc1ccccc1` (stereo unspecified) is entered as -9, -8, -6, -6
`CCN(CC)C(=O)CSc1nnc([C@H](Cc2c[nH]c3ccccc23)NC(=O)OC(C)(C)C)o1` is entered as 3, 2, 4, 4
`COC(=O)c1ccc(CSc2nnc(Nc3ccc(OC)cc3)s2)o1` is entered as -25, -13, 0, nt

Pulled by structure from above:
Results follow in this order: eIF2B yeast act | Yeast growth tox | Yeast growth tox inhibition % | eIF2B yeast act mutant toxicity
> CCN(CC)C(=O)CSc1nnc([C@H](Cc2c[nH]c3ccccc23)NC(=O)OC(C)(C)C)o1
  3 | 2 | 4 | 4
> CCN(c1cccc(C)c1)c1nc2ccsc2c(=O)s1
  22 | 30 | 24 | 24
> C=CCn1c(C)cc(C(=O)CSc2nnc3c(Cl)cc(Cl)cn23)c1C
  nt | 15 | 0 | nt
> CC(C)NC(=O)Cn1cnc2c1c(=O)n(C)c(=O)n2C
  nt | 4 | -7 | nt

Additional structures:
Results follow in this order: eIF2B yeast act | Yeast growth tox | Yeast growth tox inhibition % | eIF2B yeast act mutant toxicity
> CN1CCN(Cc2c(O)ccc3c(-c4ccccc4)cc(=O)oc23)CC1
  -18 | 13 | 22 | 22
> CC(=O)c1ccc(Nc2ncnc3c2oc2ccccc23)cc1
  16 | 4 | -19 | -19
> COC(=O)c1c(C(=O)NCc2ccccc2)ncn1CC(O)COc1ccccc1 (stereo unspecified)
  29 | -13 | 4 | 4
> COC(=O)COc1ccc(S(=O)(=O)NCc2cccnc2)cc1
  nt | -2 | -24 | nt
> CN(C)S(=O)(=O)c1ccc2[nH]cc(/C=C/c3nc4ccccc4c(=O)n3-c3ccccc3)c2c1
  12 | -10 | -60 | -60
> Cc1cccc(NC(=O)C2CC(=O)OC23CCCCC3)c1 (stereo unspecified)
  15 | 15 | 5 | 5
> O=[n+]1c2c(n([O-])c3cc(F)c(N4CCCC4)cc31)CCCC2
  19 | 8 | 16 | 16
> Cc1ncc(C23CC4CC(CC(C4)C2)C3)[nH]1
  18 | 2 | 5 | 5
> CCOC(=O)N1CCN(C(=O)c2cn(-c3ccc(C)c(C)c3)c(=O)c3ccccc23)CC1
  5 | -20 | 4 | 4
> CCc1nnc(NC(=O)CSc2nnc(-c3ccccc3OC)n2-c2ccc(C)cc2)s1
  22 | 4 | 24 | 24
> COC(=O)/C(=C1/Oc2cc3c(cc2S1)OCO3)C(F)(F)F
  17 | -7 | 4 | 4
> O=C(CSc1nccc(=O)[nH]1)N1CCCc2ccccc21
  49 | 0 | -3 | -3
> Cc1ccc(C)n1-c1ccccc1N
  -6 | 6 | 4 | 4
> CN(C)S(=O)(=O)N1CCN(CC(O)COc2ccc3cc(Br)ccc3c2)CC1 (stereo unspecified)
  -44 | -5 | -63 | -63
> O=C(c1cn(-c2ccccc2)nc1-c1cccs1)N(CCO)Cc1ccccc1
  25 | 5 | 5 | 5
> CCOCCCNc1nc(=S)[nH]c2cc(OC)c(OC)cc12
  17 | 13 | 2 | 2
> Cc1nn(-c2ccccc2)c2c1C(c1ccco1)C(C#N)=C(N)O2 (stereo unspecified)
  2 | -1 | -14 | -14
> CCn1c(C)cc2c(c1=O)C(c1ccc3c(c1)OCO3)C(C#N)=C(N)O2 (stereo unspecified)
  -1 | 17 | -19 | -19
> O=C(Nc1ccc(Cl)cn1)C1CCCN1S(=O)(=O)c1cccc2ccccc12 (stereo unspecified)
  17 | -3 | 21 | 21
> COc1ccc(S(=O)(=O)N2CCCCC2C(=O)O)cc1 (stereo unspecified)
  12 | 13 | -15 | -15
> CC(OC(=O)c1cccs1)C(=O)NCC1CCCO1 (stereo unspecified)
  -3 | 3 | 0 | nt
> CCc1ccccc1NC(=O)CN(C)Cc1nc(N)nc(Nc2ccccc2C)n1
  8 | 11 | 15 | 15
> COc1ccc(OC)c(NC(=O)Cc2coc3ccc(C)cc23)c1
  7 | 5 | 18 | 18
> CCOc1ccc(-c2nnn(CC(=O)c3ccc4c(c3)OCCO4)n2)cc1OCC
  4 | 10 | 5 | 5
> Cc1cc(NC(=O)C2C3C(=O)N(CC4CCCO4)C(C(=O)NCc4ccccc4)C34C=CC2(C)O4)no1 (stereo unspecified)
  21 | 31 | 3 | 3
> Cc1cc2ccccc2c(=O)n1CC(=O)NCC(=O)N(C)C1CCCCC1
  16 | 2 | 7 | 7
> COc1ccc(CC(NC(C)=O)C(=O)N2CCN(C(=O)Nc3cccc(Cl)c3)CC2)cc1OC (stereo unspecified)
  -4 | nt | nt | nt
> CC(=O)c1ccc(NC(=O)CSCC(=O)Nc2ccc3ccccc3c2)cc1
  9 | 27 | 17 | 17
> Cc1cccc(N2CCN(C(=O)c3cccn4c(=O)c5c(C)c(C)sc5nc34)CC2)c1C
  nt | -18 | -2 | nt
> O=C(NC1CCCCCC1)c1ccc2c(=O)n3c(nc2c1)CCCCC3
  -5 | -1 | 5 | 5
> O=C(NCCCN1CCOCC1)C1(c2ccccc2)CCCC1
  7 | 26 | 0 | nt
> COc1cccc(CNC(=O)C2CCCN(c3nn4c(=O)cc(C)nc4s3)C2)c1OC (stereo unspecified)
  nt | 12 | 9 | nt
> CC1CCCC(C(=O)O)N1C(=O)CCSSCCC(=O)N1C(C)CCCC1C(=O)O (stereo unspecified)
  16 | 6 | 17 | 17
> COc1ccc(-c2nnc(SCC(=O)NCc3cccs3)n2CC(C)C)cc1
  nt | 20 | 18 | nt
